GLS inh – qHTS for Inhibitors of Glutaminase (GLS). 410,000 tested, 0.21% active. Glutaminase kidney isoform, mitochondrial (Homo sapiens), O94925. GLS enzymatic activity, qHTS titration. Potency, µM (doses to about 45.5 µM), for inactives: at the highest dose activity change, negative = inhibition, hits mostly inhibitors; further: potency means the concentration at half of the fitted maximal effect; on the % scale 0 is the no-effect control and ±100 the full control effect
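Read-out is an Amplex red fluorescence increase coupled through glutamate oxidase and HRP, measured before and after 30 min room-temperature incubation. hKGA is in 45 mM KH2PO4 (pH 8.2) with 0.02% Tween-20; glutamine added as 1mM solution.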
G9a inh – qHTS Assay for Inhibitors of Histone Lysine Methyltransferase G9a | Histone-lysine N-methyltransferase EHMT2 (Homo sapiens), Q96KQ7 | G9a H3K9 monomethylation, AlphaScreen, 2 h | Potency, µM (top dose mostly 102 µM), without a hit: top-dose activity, negative = inhibition, most hits filed as inhibitors | 350,000 tested, 8.8% active | AID 504332, 2011; further: potency means the concentration at half of the fitted maximal effect; on the % scale 0 is the no-effect control and ±100 the full control effect; nearly all actives have a fitted effect of over 75% in size
Target sequence (Q96KQ7 913-1193 limits assumed): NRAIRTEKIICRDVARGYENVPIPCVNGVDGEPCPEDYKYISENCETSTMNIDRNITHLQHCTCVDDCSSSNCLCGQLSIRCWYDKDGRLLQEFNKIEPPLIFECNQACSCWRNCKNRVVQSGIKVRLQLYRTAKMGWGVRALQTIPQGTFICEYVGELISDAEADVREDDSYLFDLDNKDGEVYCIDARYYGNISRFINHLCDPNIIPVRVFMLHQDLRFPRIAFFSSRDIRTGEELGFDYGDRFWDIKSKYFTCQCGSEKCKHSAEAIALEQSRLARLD
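Enzyme 20 nM + cpd, 15 min RT; add b-H3K9 pep 500 nM / SAM 20 uM; 2 h RT; anti-H3K9me1 Ab 0.5 ug/mL + SA donor / anti-rabbit acceptor beads 20 ug/mL each, 10 min; AlphaScreen read.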
ERG Ets-DNA blk – qHTS for Small Molecule Inhibitors of the ERG Ets/DNA interaction; 370,000 tested, 0.028% active; Potency, µM (top dose mostly 76.9 µM), without a hit: top-dose FP activity, negative = inhibition, actives largely listed as inhibitors; Transcriptional regulator ERG (Homo sapiens), P11308; fluorescence polarization, His-ERG Ets domain / labelled DNA; active means well fitted inhibition curve with a large enough effect in the polarisation, with a control signal flat; inconclusive means small, poorly fitted or top-dose-only effect, or effect the other way, or a change in a side signal; inactive means no such curve, though single readings can be large or run the other way; the % refers to the polarisation;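 further: polarization taken with two DNA probes labelled with fluorescein and Texas red; potency means the concentration at half of the fitted maximal effect; % of control where 0% means no effect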
Target sequence (P11308 whole entry, looked up, the tested form may be a part): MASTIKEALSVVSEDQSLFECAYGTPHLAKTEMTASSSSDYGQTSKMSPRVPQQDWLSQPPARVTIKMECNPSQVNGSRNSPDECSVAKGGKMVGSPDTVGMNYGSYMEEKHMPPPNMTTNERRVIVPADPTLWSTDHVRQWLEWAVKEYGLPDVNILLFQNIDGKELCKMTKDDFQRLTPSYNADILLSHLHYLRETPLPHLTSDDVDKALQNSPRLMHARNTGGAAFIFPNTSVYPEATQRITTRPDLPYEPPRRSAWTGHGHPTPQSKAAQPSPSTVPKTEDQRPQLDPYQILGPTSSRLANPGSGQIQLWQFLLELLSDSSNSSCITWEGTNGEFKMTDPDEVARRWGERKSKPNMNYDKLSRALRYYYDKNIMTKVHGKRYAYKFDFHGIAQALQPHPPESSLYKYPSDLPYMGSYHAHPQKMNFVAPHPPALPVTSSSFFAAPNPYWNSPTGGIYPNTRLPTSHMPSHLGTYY
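His-tagged ERG Ets domain (1 uM in the protein solution; 300mM KCl, 50mM Tris-HCl, 1mM EDTA, 1mM DTT, pH 7.5) received compound, then a probe mix of 5 nM fluorescein-DNA and 100nM Texas-615-DNA. Fluorescence polarization was read for both dyes.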
ALOX12 inh – Primary qHTS assay for inhibitors of human arachidonate 12S-lipoxygenase (ALOX12): Round 2 | Polyunsaturated fatty acid lipoxygenase ALOX12 (Homo sapiens), P18054 | purified 12hLO, xylenol orange hydroperoxide absorbance | Potency, µM (top dose mostly 108 µM), for inactives: at the highest dose activity change, negative = inhibition, usual class: inhibitors | 580,000 tested, 1.1% active; further: potency means the concentration at half of the fitted maximal effect; on the % scale 0 is the no-effect control and ±100 the full control effect
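Hydroperoxide product was detected by ferrous iron/xylenol orange as the 573 to 405 nm absorbance ratio. Arachidonic acid at 40 uM (final) was turned over for 30 min at room temperature by 150 nM human 12hLO, pH 7.0 Hepes buffer, after 15 min compound preincubation.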
PI4K2A block – qHTS for small molecular inhibitors of PI4K2A; purified PI4K2A, ADP-Glo luminescence, 1 h; stronger effect = lower value; activity change, negative = inhibition, % at 76.9 µM; 420,000 tested, 0.13% active; in the data active means activity change below about -50%; inconclusive means mostly about -30% to -49%;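 further: -100% = wells without enzyme as full effect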
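In this quantitative HTS, ADP production by PI4K2A was quantified luminescently after 1 h at ambient temperature; 100 microM adenosine served as plate-quality control.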
BAZ2B block – qHTS Assay for Inhibitors of BAZ2B. Bromodomain adjacent to zinc finger domain protein 2B (Homo sapiens), Q9UIF8. AlphaScreen BAZ2B-H3K14Ac peptide displacement. Potency, µM (top dose mostly 114 µM), for the others: top-dose activity change, negative = inhibition, actives largely listed as inhibitors. 360,000 tested, 4.4% active. AID 504333, 2011; further: potency means the concentration at half of the fitted maximal effect; on the % scale 0 is the no-effect control and ±100 the full control effect; nearly all actives have a fitted effect of over 60% in size
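Multi-concentration screen (max 110 uM) measuring displacement of acetylated histone H3 peptide from BAZ2B by AlphaScreen, using 50 nM protein, 50 nM peptide and 10 ug/mL streptavidin donor plus Ni-chelate acceptor beads.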
JMJD2A Tudor inh – qHTS Assay for Inhibitors of JMJD2A-Tudor Domain. AlphaScreen JMJD2A-Tudor / H3K4me3 peptide binding. 390,000 tested, 4.4% active. Lysine-specific demethylase 4A (Homo sapiens), O75164. AID 504339, 2011. Potency, µM (doses to about 114 µM), without a hit: at the top dose activity change, negative = inhibition, most hits filed as inhibitors; further: potency means the concentration at half of the fitted maximal effect; on the % scale 0 is the no-effect control and ±100 the full control effect; nearly all actives have a fitted effect of over 50% in size
RGS4 inh – Inhibitors of Regulator of G Protein Signaling (RGS) 4: qHTS. Potency, µM (doses to about 114 µM), for inactives: top-dose activity change, negative = inhibition, hits mostly inhibitors. Transcreener GDP fluorescence polarization, RGS4-accelerated GTP hydrolysis. Regulator of G-protein signaling 4 (Homo sapiens), P49798. 390,000 tested, 0.039% active; further: potency means the concentration at half of the fitted maximal effect; on the % scale 0 is the no-effect control and ±100 the full control effect; nearly all actives have a fitted effect of over 75% in size; some results filed as inactive show a strong effect at the top dose
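MLSMR compounds (23 nl, pin-transferred) preincubated 10 min at room temperature with a 500nM (2x) first reagent, then RGS4 at 900nM (2x) plus Transcreener GDP mix added; fluorescence polarization (620/688 nm) read before and after 90 min at 30 °C.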
HP1b chromo inh – HTS for Inhibitors of HP1-beta Chromodomain Interactions with Methylated Histone Tails. Chromobox protein homolog 1 (Homo sapiens), P83916. AlphaScreen HP1-beta / biotin-H3K9me3 peptide binding. Potency, µM (series often up to 114 µM), for the others: top-dose activity change, negative = inhibition, most hits filed as inhibitors. 390,000 tested, 0.56% active. AID 540317, 2011; further: potency means the concentration at half of the fitted maximal effect; nearly all actives have a fitted effect of over 70% in size; inactives centre near 23
Target sequence (P83916 whole entry, looked up): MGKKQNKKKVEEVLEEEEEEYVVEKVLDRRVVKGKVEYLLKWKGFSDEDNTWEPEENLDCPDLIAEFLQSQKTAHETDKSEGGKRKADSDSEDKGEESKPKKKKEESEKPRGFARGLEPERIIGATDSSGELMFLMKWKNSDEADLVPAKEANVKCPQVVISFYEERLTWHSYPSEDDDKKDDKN
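HP1-beta protein (50 nM final) preincubated 30 min at room temperature with biotinylated H3(1-18)K9me3 peptide (50 nM) in PBS pH 7.4, 0.01% Tween-20, then compound added for 30 min. AlphaScreen streptavidin donor/nickel chelate acceptor beads (10 ug/mL final), 30 min dark, luminescence read.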
Active calls of the source: *; i = inactive; ? = inconclusive; . = not tested or not shown; & = joins results of further samples; [ ] = another dose, or the depositor's remark. Unless noted, the call rests on the fitted dose curve; in most records, active means well fitted curve in the direction sought with a large enough effect; inconclusive means small, poorly fitted or top-dose-only effect, or another doubt; inactive means no such curve, though single readings can be large; an effect the other way counts as inactive or inconclusive. Some of the compounds tested. The share of hits here may be higher or lower than overall.

GLS inh	G9a inh	ERG Ets-DNA blk	ALOX12 inh	PI4K2A block	BAZ2B block	JMJD2A Tudor inh	smiles	RGS4 inh	HP1b chromo inh
22%	-7%[59 µM]	-7%	?	-1	-1%	6%	C/C(=N\O)C(C)(C)Nc1cccc(F)c1	0%	40%[activator]
0%	?	-7%	?	-7	-3%	?	O=C(O)CCN1CC2([N+](=O)[O-])C=CC(=O)C([N+](=O)[O-])(C1)C2CC(=O)c1ccccc1 (stereo unspecified)	-11%	2%
1%	6%[59 µM]	3%	3%	-1	8%	-4%	COCc1nc2ccccc2n1Cc1ccc(C(C)(C)C)cc1	-30%	42%[activator]
-2%	-24%[59 µM]	9%	-22%	-4	1%	13%	Cc1ccc(-c2nc3n(n2)C(=O)CC(c2ccc(Cl)cc2)S3)cc1 (stereo unspecified)	-10%	44%[activator]
-12%	5%[0.501 µM]	6%	10%	5	-28%	7%	Cc1ccc(C)c(NC(=O)C(CC(=O)O)C2CCCO2)c1 (stereo unspecified)	12%	36%
1%	-40%	9%	-4%	-3	1%	-10%	O=C(NS(=O)(=O)Oc1cccc(Cl)c1Cl)OC[C@@H]1CCCN2CCCCC12 (stereo partly specified)	10%	31%
11%&25%	9%[59 µM]	8%	?	-5&-2	.	-6%	Cc1ccsc1C(=CCCN1CCC[C@@H](C(=O)O)C1)c1sccc1C	1%	24%
4%	17%[59 µM]	2%	6%	-4	1%	0%	Cc1ccccc1-c1nc2sc3c(c2c(=O)o1)CCC3	-9%	42%[activator]
11%	?	-7%	1%[57.4 µM]	11	.	-13%	NC(=O)c1ccsc1NC(=O)c1ccc(S(=O)(=O)N2CCCC2)cc1	7%	38%[activator]
6%	21%	-5%	?	-3	-4%	-2%	CC(C)(C)c1ccccc1N=Cc1ccc2ccccc2n1	7%	22%
1%	.	-12%	-10%	-3	.	-7%	O=C(COC(=O)/C=C/c1cccc(Br)c1)NCc1cccs1	7%	22%
3%	15%[2.33 µM]	-1%	2%	4	?	-1%	CN(C)CCN1C(=O)c2ccccc2C1=O	20%	32%
0%	2%	9%	-2%	1	-20%	-6%	Fc1ccc(N2CCN(Cc3cnc(Cl)s3)CC2)cc1	-2%	29%
7%	.	13%	-10%	6	.	-14%	COc1ccc(C2OCC(C)([N+](=O)[O-])CO2)cc1 (stereo unspecified)	1%	12%
7%	.	64%[activator]	?	-1	1%	-9%	Cc1ccc2c(CN3CCOCC3)cc(=O)oc2c1	21%	24%
32%	.	14%	4%	6	.	?	CCOC(=O)c1c(C)[nH]c(C)c1C(=O)COC(=O)C1CC(=O)N(CCc2ccccc2)C1 (stereo unspecified)	4%	-8%
0%	0%[12.7 µM]	7%	-1%	-2	0%	-12%	CC1CCCC(C)N1C(=O)COC(=O)c1c[nH]c2ccccc12 (stereo unspecified)	-27%	25%
0%	.	-2%	16%	2	2%	6%	C=CCCC(=O)N1CCC(n2nccc2NC(=O)c2ccccc2C)CC1	12%	18%
-3%	2%[59 µM]	1%	-22%	-4	1%	-6%	CCOc1ccccc1NC(=O)c1c(NC(=O)c2cccc(C)c2)sc2c1CCC2	-2%	24%
6%	95%[activator]	-6%	?	6	2%	-15%	O=S(=O)(NC(=NCc1ccccc1)c1ccccc1)c1ccc(Br)cc1	11%	10%
-7%	6%	10%	-6%	-1	1%	-10%	CCOc1ccc(N2CC(C(=O)NC3CCCC3)CC2=O)cc1 (stereo unspecified)	17%	-5%
-5%	-1%[2.33 µM]	-2%	8%	2	?	11%	O=C(NCc1nnc2n1CCCCC2)c1ccc(Cl)cc1Cl	10%	27%
2%	-9%[59 µM]	1%	-13%	1	-17%	-17%	CCCN1C(=O)c2[nH]nc(-c3ccccc3)c2C1c1cccc(O)c1 (stereo unspecified)	21%	25%
-2%	?	-6%	0%[57.4 µM]	-16	-4%	-21%	Cc1cc(Cl)ccc1Oc1cccc(C(=O)/C(C#N)=C/N(C)C)c1	-24%	11%
1%	-4%	13%	0%	1	1%	-3%	CCCCCNC(=O)C1c2ccccc2Oc2ccccc21	-4%	54%[activator]
-7%	15%[59 µM]	7%	-7%	0	.	-16%	Cc1ccc(-n2nc(C(=O)Nc3cccc(C#N)c3)c3c4ccccc4n(C)c3c2=O)cc1	14%	54%[activator]
5%	5%	1%	-4%	4	-1%	-13%	COc1ccc(S(=O)(=O)Nc2ccccc2C(=O)NCc2cccnc2)cc1C	27%	1%
-6%	2%	4%	-14%	-2	4%	-8%	Cc1nc2ccccn2c(=O)c1NC(=O)c1cccs1	-18%	21%
2%	8%	1%	-20%	-2	6%	-1%	CC1(C)CC(=O)C2=C(C1)N(Cc1cccnc1)C(=O)C2(NC(=O)c1cccnc1)C(F)(F)F (stereo unspecified)	2%	29%
0%	.	-13%	4%	4	.	-14%	CCN1C[C@@H]2[C@@H]3C(=O)N(Cc4ccccc4)C(=O)[C@@H]3[C@](C)(C1=O)N2C(=O)c1ccc(Cl)cc1	-7%	40%[activator]
14%	.	2%	?	-3	.	-35%	CCN1CCn2c3c(c4cc(Br)ccc42)CCCC31 (stereo unspecified)	-28%	-7%
5%	30%	-4%	7%	0	5%	-10%	COc1ccc(/C=N/NC(=O)CC(=O)NC2CCCCC2)cc1	4%	20%
-1%	16%[59 µM]	1%	0%	-3	4%	-17%	Cc1ccc(Nc2nc(C)c(CCC(C)C)c(=O)[nH]2)cc1	10%	17%
6%	17%[59 µM]	0%	21%	1	-28%	-27%	Cc1ccc(C2CC(c3ccccc3)=NN2C(=O)CSc2nnc(-c3ccncc3)n2C)o1 (stereo unspecified)	3%	-1%
-3%	-11%[59 µM]	-9%	-11%	-7	10%	-9%	Cc1cc(C(=O)N/N=C/c2cccs2)no1	-4%	32%
-2%	14%[59 µM]	-3%	0%	6	2%	-18%	COc1ccc(C2CC(c3ccccc3)=NN2C(=O)COC(=O)c2cc(S(=O)(=O)N3CCOCC3)ccc2F)cc1 (stereo unspecified)	-30%	37%
0%	0%	?	i	0	-13%	-7%	Cc1cccn2c(=O)c(/C=C(\C#N)C(=O)NCc3ccccc3)c(N3CCC(C(N)=O)CC3)nc12	28%	11%
-20%	2%	.	22%	-4	-3%	-5%	CS(=O)(=O)c1ccc2nc(NC3(C(F)(F)F)N=C4SCCN4C3=O)sc2c1 (stereo unspecified)	6%	66%[activator]
0%	0%	11%	-4%	-21	-11%	-7%[57.1 µM]	COc1ccc(/C=N/NC(=O)c2cccc([N+](=O)[O-])c2)cc1O	?	-14%
3%	12%[59 µM]	-10%	0%	3	.	-12%	Cc1cc(NC(=O)CCCC(=O)NCc2cccs2)no1	9%	22%
12%	2%[59 µM]	2%	-17%	0	-5%	-10%	Cn1c(N)c(C(=O)COC(=O)CSc2ccccc2)c(=O)n(C)c1=O	12%	22%
-1%	1%[59 µM]	-7%	-3%	7	-12%	-11%	Cc1ccc(C(=O)CSc2nnc(-c3ccncc3)n2C)cc1	-29%	-9%
0%&-4%	8%	8%&2%	9%&-27%	0&3	-1%&-14%	-18%&-13%	Cc1ccc(CNS(=O)(=O)c2cc3c(cc2C)NC(=O)CO3)cc1	21%&-3%	14%&18%
-13%	25%	-16%	5%	-5	18%	28%	CSc1ccccc1NC(=O)COC(=O)CCc1ccccc1	-11%	54%[activator]
4%	5%	6%	3%	2	-13%	2%	COc1ccc(-c2cc(CNS(=O)(=O)c3ccc(F)cc3)on2)cc1	29%	26%
-1%	-48%	0%	-7%[57.4 µM]	3	9%	-10%	Cc1cc(C)nc(NS(=O)(=O)c2ccc(NC(=O)C3CC(=O)N(c4ccccc4)C3)cc2)n1 (stereo unspecified)	3%	25%
-1%	-45%	-1%	-22%	-13	-22%	-1%	COc1ccc(CN(C(=S)Nc2ccccc2)C2CC(=O)N(c3ccc(F)cc3)C2=O)cc1 (stereo unspecified)	-16%	11%

Ordered by value in PI4K2A block (rising): three of the compounds above.
GLS inh	G9a inh	ERG Ets-DNA blk	ALOX12 inh	PI4K2A block	BAZ2B block	JMJD2A Tudor inh	smiles	RGS4 inh	HP1b chromo inh
-20%	2%	.	22%	-4	-3%	-5%	CS(=O)(=O)c1ccc2nc(NC3(C(F)(F)F)N=C4SCCN4C3=O)sc2c1 (stereo unspecified)	6%	66%[activator]
4%	5%	6%	3%	2	-13%	2%	COc1ccc(-c2cc(CNS(=O)(=O)c3ccc(F)cc3)on2)cc1	29%	26%
3%	12%[59 µM]	-10%	0%	3	.	-12%	Cc1cc(NC(=O)CCCC(=O)NCc2cccs2)no1	9%	22%

High-throughput results (PubChem)
